Screens: PubChem BioAssay, Columbia University Molecular Screening Center
E-sel TNF inh – blocks E-selectin expression induced by TNF alpha | HUVEC TNFa-induced E-selectin immunofluorescence, high content | inhibition, % at 2 µM | hit rate 0.71% among 120,000;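 active = inhibition above the batch mean plus 3 SD, and confirmed as a hit on visual image review, cut at about 43% in these data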;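 also: 0% = TNF-stimulated DMSO wells and 100% = unstimulated control wells; not every result past the cut was called active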
The depositor's hits bear a star. The list is partial; the hit share may differ from the screen's.

SMILES | E-sel TNF inh
CCCCn1c(=O)[nH]c(=O)c2c1nc(-c1ccc(OCCC)c(OCC)c1)n2CCOC | -14.0
COc1ccc(NC(C)=O)cc1NC(=O)c1ccc(C#N)cc1 | -6.1
O=C(NCc1n[nH]c(=S)n1-c1ccc(Cl)c(Cl)c1)c1cccs1 | 0.2
COc1ccc(N(CC(=O)Nc2ccccc2C)S(=O)(=O)c2ccccc2[N+](=O)[O-])c(OC)c1 | -33.0
CCC(C(=O)Nc1ccc(C(C)C)cc1)c1ccccc1 (configuration not stated) | -32.4
CCCCOC(=O)c1cc(=O)[nH]c(=O)[nH]1 | -14.2
CC(=O)c1ccc(Nc2ccc(-c3ccccc3C)nn2)cc1 | -28.6
Cc1oc(CC(C)C)cc1C(=O)NCCCC(=O)O | 12.8
COc1cc2c(cc1C=O)OC(C)C2 (configuration not stated) | 6.2
N=c1c2c(-c3ccccc3)c(-c3ccccc3)n(Cc3ccco3)c2ncn1CCCN1CCOCC1 | -43.6
C=CCn1cc(C(=O)OC)c(=O)c2cc(S(=O)(=O)N3CCCCCC3)ccc21 | 19.3
O=C(O)CN1C(=O)/C(=C/c2ccc(SCc3ccccc3)o2)SC1=S | -67.0
COc1ccc(NC(=S)N(CCCN2CCOCC2)C(C)c2cc3cccc(OC)c3o2)cc1 (configuration not stated) | 8.4
O=C(Nc1ccc2c(c1)OCCO2)c1cc2ccccc2o1 | -6.2
O=C(Nc1ccccc1C(=O)O)c1cc(S(=O)(=O)N2CCOCC2)cs1 | -5.5
Cc1ccc(C(=O)NC2CCN(CC(=O)Nc3cccc([N+](=O)[O-])c3)CC2)cc1 | -7.4
CSc1ncccc1C(=O)OCC(=O)NC(C)(C)C | -7.6
O=C1CCCC(=O)N1c1ccc(O)cc1 | -2.1
Cc1ccc(-c2csc(NC(=O)N3CCOCC3)n2)cc1 | -20.7
O=C(CSc1ncccc1C(=O)O)c1ccccc1F | 16.7
Cc1ccsc1CN(C)Cc1nc(C2CC2)no1 | -17.7
CCn1c(=O)cc(SCC(=O)NCCCN2CCC(C)CC2)c2ccccc21 | -1.9
Cc1cc(C(=O)N/N=C/c2ccco2)n[nH]1 | -6.6
CC(=O)c1cccc(NC(=S)NC(=O)c2ccc(C)cc2)c1 | -7.4
FC(F)(F)c1cccc(NCc2n[nH]c(=S)n2C2CCCCC2)c1 | -19.1
O=C(O)CCC(=O)Nc1cccc(C(=O)Nc2ccc(Br)cc2)c1 | 13.4
CCOC(=O)N1CCN(C(=O)CSc2nc(C)nc3c2c(=O)n(C)c(=O)n3C)CC1 | -25.0
O=C(CN1CCCCCCC1)NC(=O)NC1CCCCC1 | 2.1
Cc1nn(C)c(Cl)c1C(=O)NCC(=O)NCc1ccccc1 | 7.2
CCOc1ccc(-c2nc3scc(-c4cccs4)c3c(=O)[nH]2)cc1 | -7.5
Cc1cc(C(=O)c2cnc(/N=C/N(C)C)s2)c(F)cc1Cl | 19.7
CC1=C(C#N)C2(O)C(=O)c3ccccc3C2(O)N1 (configuration not stated) | 17.0
CC(=O)Nc1ccc(C(=O)OCc2ccccc2Br)cc1 | 20.6
COc1ccc2cc(S(=O)(=O)n3cnc(C)c3)ccc2c1 | -34.2
COCCN(C(=O)CNC(=O)c1cccs1)C(C(=O)NC(C)(C)C)c1ccccc1 (configuration not stated) | -18.4
O=C1N(Cc2cccc(Cl)c2)C[C@@H]2C[C@@H](c3ccc4nonc4c3)N3CCC[C@@]123 | 7.7
O=C(NCc1cccs1)C(=O)NCC(c1ccco1)N1CCN(c2ccc(F)cc2)CC1 (configuration not stated) | 51.3
O=C(NN1CCN(Cc2ccccc2)CC1)c1ccc(N2CCOCC2)c([N+](=O)[O-])c1 | -15.1
COc1ccc(/C=C/C(=O)NCCN2CCOCC2)cc1OC | -26.2
O=C(N/N=C/c1ccccc1C(=O)O)c1cc(-c2ccc3c4c(cccc24)CC3)n[nH]1 | -20.6
O=C(OCC(=O)N1CCN(S(=O)(=O)c2ccccc2)CC1)c1ccc([N+](=O)[O-])o1 | -8.3
COc1ccccc1NS(=O)(=O)c1ccc(S(=O)(=O)N2CCOCC2)cc1 | -3.5
CC/C(O)=C1\C(=O)CCCC1=NCc1nc2ccccc2[nH]1 | -1.5
CC(C)(C)OC(=O)N1CCN(c2ccc([N+](=O)[O-])cc2)CC1 | -17.0
COc1cccc(C(=O)Nc2sc3c(c2C#N)CCN(C(C)=O)C3)c1 | 18.4
COc1ccc([N+](=O)[O-])cc1/C=N/Nc1nc(N2CCCCC2)nc(N2CCCCC2)n1 | -49.8
COC(=O)CN1C(=S)N(c2ccc(OC)cc2)C(=O)/C1=C/c1ccc(OC)cc1 | -0.4
O=C(OCC(=O)N1CCCC1)c1ccc(S(=O)(=O)Nc2ccccc2)cc1 | -43.6
c1ccc2c(c1)nnn2-c1ncnc2sccc12 | -13.9
CS(=O)(=O)N(CC(=O)N1CCCC1)Cc1ccccc1 | -26.2

The list goes on.
SMILES | E-sel TNF inh
CC1(C)CCc2c([nH]c3ccccc3c2=O)O1 | 1.9
C/C(CC(=O)Nc1ccc(N(C)C)cc1)=N\NC(=O)c1ccc([N+](=O)[O-])cc1Cl | -52.2
CC(=O)Nc1ccc(/C(C)=N/Nc2nc(N3CCOCC3)nc(N3CCOCC3)n2)cc1 | 0.3
N/C(=N\OC(=O)CCC1CCCC1)c1ccc([N+](=O)[O-])cc1 | 35.0
CC(=O)Oc1cc2cccc(OC(C)=O)c(=O)c2c(OC(C)=O)c1OC(C)=O | 19.5
CCc1c(C)nc(N)c(C#N)c1-c1ccccc1 | -14.9
O=C1c2ccccc2NC(c2ccco2)N1NS(=O)(=O)c1ccccc1 (configuration not stated) | 3.3
CC(SC#N)C(=O)C12CC3CC(CC(C3)C1)C2 (configuration not stated) | 2.6
CCOc1ccc(NC(=S)NC2CC3CCC(C2)N3Cc2ccco2)cc1 (configuration not stated) | -34.1
CC(=O)Nc1sc2c(c1C#N)CCC(C)C2 (configuration not stated) | -10.2
COc1cccc(C2CCCN2Cc2nc(-c3sccc3C)oc2C)c1 (configuration not stated) | 0.0
O=c1c(C=NCCN2CCNCC2)c(-c2ccccc2)[nH]n1-c1ccc([N+](=O)[O-])cc1 | 5.3
Cc1ccc(C(OCC(O)CNC(C)c2ccccc2)c2ccccc2)cc1 (configuration not stated) | -13.1
Cc1ccc(-c2cnc3c(Cl)c(C)nn3c2)cc1 | -16.4
CCN(CC(=O)NCc1ccc(F)cc1)Cc1cc(=O)n2ccsc2n1 | -46.0
COCc1cccc(N2C(=O)CC(C3C=C(C)C4C(=O)N(c5cccc(COC)c5)C(=O)C4C3)C2=O)c1 (configuration not stated) | -7.0
CCOc1ccc(NC(=O)Nc2ccccc2C(N)=O)cc1 | -16.6
COc1ccc(N2C(=O)C(CC(=O)Nc3ccccc3)N(Cc3ccccn3)C2=S)cc1 (configuration not stated) | 2.6
CC(C)(C)C(=O)NC1=NN(c2c(Cl)cc(Cl)cc2Cl)C(=O)C1 | -16.7
CNS(=O)(=O)c1cc(N)ccc1C | -7.0
O=C(NCCCn1ccnc1)c1cc(-c2ccncc2)nc2ccccc12 | -24.9
CC1=NN(C(N)=S)C(=O)C1N=Nc1ccccc1 (configuration not stated) | -21.5
CCOC(=O)c1oc2cc(O)c(CC)cc2c(=O)c1-c1cscn1 | -17.6
Cn1cc(CC(=O)NCCCN2CCOCC2)c2ccccc21 | -15.8
CSc1ccccc1NC(=O)Nc1cccc(Cl)c1C | -2.1
CCCCNC(=O)CSc1nc2cc3c(cc2c(=O)n1Cc1ccco1)OCO3 | -17.5
Cc1cc2cc(CNC(=S)NCc3ccccc3)ccc2n1C | 1.8
O=C(O)/C=C/C(=O)NCc1cn(-c2ccccc2)nc1-c1cccc(Br)c1 | 0.9
CC(C)Nc1nc(NC(C)(C)C)nc(Oc2ccc(=O)n(C)n2)n1 | -16.1
Cc1ccc(CCCOC(=O)CN2CCCCC2)cc1 | -1.6
O=S(=O)(NCc1ccccc1F)NCc1ccccc1F | 2.7
COc1ccccc1N(C)S(=O)(=O)c1ccc(C(=O)OCC(=O)Nc2ccccc2F)cc1 | 1.9
COC(=O)c1ccsc1NC(=O)c1ccccc1 | -19.6
CC(C)CNC(=O)COC(=O)c1n[nH]c2ccccc12 | -2.5
O=C(CSc1ccc(Cl)cc1)NC(=O)NCc1ccco1 | 10.2
COc1ccc(CCN2C(=S)N(C)C(=O)C2CC(=O)Nc2ccc(OC)cc2)cc1 (configuration not stated) | -5.1
CCOC(=O)C1NN=C(C(=O)c2ccccc2)C1c1ccc(OC)cc1 (configuration not stated) | -12.9
CCOC(=O)Cc1csc(NC(=O)CSc2nnc(-c3ccncc3)o2)n1 | -5.4
Cc1cc2c(OCC(O)CN3CCCCC3)cccc2[nH]1 (configuration not stated) | 47.8
Cc1cc(N2CCOCC2)ccc1/C=C1\NC(=O)N(Cc2ccccc2)C1=O | -18.6
Cc1ccccc1-n1nnnc1SCC(=O)NCC1CCCO1 (configuration not stated) | -47.0
O=C(Nc1ccc(Cl)c([N+](=O)[O-])c1)ONC1=NCCCCC1 | 1.7
O=C(O)CN1CCCCC1 | 17.9
O=C(/C=C/N1CCN(Cc2ccccc2)CC1)C(F)(F)F | -5.5
CN(C)S(=O)(=O)c1ccc(N2CCCC2)c(C(=O)N2CCN(c3ccc([N+](=O)[O-])cc3)CC2)c1 | -17.3
CCOC(=O)C1CCN(C(=O)NS(=O)(=O)c2ccc(C)cc2)CC1 | -5.7
COc1ccccc1C1CC(=O)NC(C)=C1C(=O)OC(C)C (configuration not stated) | -14.8
Cc1ccc(NC(=O)COC(=O)Cc2ccsc2)c(C)c1 | -81.8
O=C(CSc1ccc(Br)cc1)N1CCN(C(=O)c2ccco2)CC1 | 11.2
CCc1ccc(CN(C)C(=O)c2cc(COc3c(F)cccc3F)on2)cc1 | 83.2*

Continued:
SMILES | E-sel TNF inh
CC(Oc1ccccc1)C(=O)NNC(=O)c1cccs1 (configuration not stated) | 18.7
COc1ccccc1NC1=C(Cl)C(=O)OC1OC(=O)c1ccco1 (configuration not stated) | 0.7
Cc1ccc(S(=O)(=O)NCC2NCCc3ccccc32)cc1 (configuration not stated) | -23.0
Cc1ccc(C(=O)c2cc(C)sc2N)cc1 | 0.8
CCOC(=O)c1cnc2[nH]c3ccccc3n2c1=O | -9.3
CSc1ccccc1NC(=O)CN1CC(C)OC(C)C1 (configuration not stated) | -8.1
Cc1ccc(C#CC[N+](C)(C)CC#Cc2ccccc2)cc1 | -24.4
CC(C)CCN1CCN(Cc2cccn2-c2nccs2)CC1CCO (configuration not stated) | -4.4
O=C(ONC1=NCCCCC1)c1cccc([N+](=O)[O-])c1 | -15.0
COCCN(C(=S)Nc1ccc(C)cc1)C(C)c1cccnc1 (configuration not stated) | -4.1

A second format for some results above:
Cc1ccc(C(=O)c2cc(C)sc2N)cc1
- E-sel TNF inh = 0.8
CCOC(=O)c1cnc2[nH]c3ccccc3n2c1=O
- E-sel TNF inh = -9.3
CSc1ccccc1NC(=O)CN1CC(C)OC(C)C1 (configuration not stated)
- E-sel TNF inh = -8.1
Cc1ccc(C#CC[N+](C)(C)CC#Cc2ccccc2)cc1
- E-sel TNF inh = -24.4

(list continues)
SMILES | E-sel TNF inh
CCOC(=O)N1CCN(C(=O)CSc2ccc(-c3cccnc3)nn2)CC1 | -27.5
O=C(O)c1ccc(Cl)c(S(=O)(=O)Nc2ccccc2N2CCOCC2)c1 | -4.9
COC(=O)c1ccc(COc2ccc(/C=N/O)cc2OC)o1 | -4.6
COc1cc(/C=N/NC(=O)c2nc3ccccn3c2C)cc(OC)c1O | 8.8
CC(C)(C)NC(=O)NC(=O)COC(=O)CNS(=O)(=O)c1ccc(Br)cc1Cl | -8.0
O=C(O)c1cccc(N2C(=O)/C(=C/c3ccc([N+](=O)[O-])cc3)C=C2c2ccccc2)c1 | 10.9
CC(C)(C)CNc1cc(N2CCOCC2)ccc1[N+](=O)[O-] | -8.4
CC1(C)Cc2c(c(-c3ccco3)nc3sc4c(NCCO)ncnc4c23)CO1 | -16.4
CC(=O)c1ccc(NC(=O)C(C)N(C)CC(=O)Nc2ccc(N3CCOCC3)cc2)cc1 (configuration not stated) | -18.2
Cc1nc(N2CCC(C)CC2)c2c(C)c(C(=O)Nc3ccc(C(F)(F)F)cc3)sc2n1 | -6.4
CCOC(=O)C1=C(CS(=O)(=O)c2ccc(C)c(C)c2)NC(=O)NC1c1ccc(O)cc1 (configuration not stated) | 7.0
O=C(O)Cc1sc(Nc2ccc(Cl)cc2)nc1-c1cccs1 | 4.8
NS(=O)(=O)c1ccc(N=NN2CCCCC2)cc1 | -5.9
FC(F)Oc1ccc(NC(=S)Nn2cnnc2)cc1 | -8.8
CCOc1ccccc1NC(=O)NCc1cccnc1 | -39.1

Compounds shown so far that contain a Cl atom, in the order listed:
SMILES | E-sel TNF inh
O=C(NCc1n[nH]c(=S)n1-c1ccc(Cl)c(Cl)c1)c1cccs1 | 0.2
Cc1nn(C)c(Cl)c1C(=O)NCC(=O)NCc1ccccc1 | 7.2
Cc1cc(C(=O)c2cnc(/N=C/N(C)C)s2)c(F)cc1Cl | 19.7
O=C1N(Cc2cccc(Cl)c2)C[C@@H]2C[C@@H](c3ccc4nonc4c3)N3CCC[C@@]123 | 7.7
C/C(CC(=O)Nc1ccc(N(C)C)cc1)=N\NC(=O)c1ccc([N+](=O)[O-])cc1Cl | -52.2
Cc1ccc(-c2cnc3c(Cl)c(C)nn3c2)cc1 | -16.4
CC(C)(C)C(=O)NC1=NN(c2c(Cl)cc(Cl)cc2Cl)C(=O)C1 | -16.7
CSc1ccccc1NC(=O)Nc1cccc(Cl)c1C | -2.1
O=C(CSc1ccc(Cl)cc1)NC(=O)NCc1ccco1 | 10.2
O=C(Nc1ccc(Cl)c([N+](=O)[O-])c1)ONC1=NCCCCC1 | 1.7
COc1ccccc1NC1=C(Cl)C(=O)OC1OC(=O)c1ccco1 (configuration not stated) | 0.7
O=C(O)c1ccc(Cl)c(S(=O)(=O)Nc2ccccc2N2CCOCC2)c1 | -4.9
CC(C)(C)NC(=O)NC(=O)COC(=O)CNS(=O)(=O)c1ccc(Br)cc1Cl | -8.0
O=C(O)Cc1sc(Nc2ccc(Cl)cc2)nc1-c1cccs1 | 4.8
